Screening results (PubChem BioAssay)
MITF primary – inhibitors of human MITF; O75030; AlphaScreen MITF homodimerization, bead proximity signal; inhibition, % at 2.6 µM; 0.91% of 650,000 active; AID 1259374; in the data active means inhibition above about 50%;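 further: 0% = vehicle wells with protein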
Target sequence (O75030 whole entry, looked up): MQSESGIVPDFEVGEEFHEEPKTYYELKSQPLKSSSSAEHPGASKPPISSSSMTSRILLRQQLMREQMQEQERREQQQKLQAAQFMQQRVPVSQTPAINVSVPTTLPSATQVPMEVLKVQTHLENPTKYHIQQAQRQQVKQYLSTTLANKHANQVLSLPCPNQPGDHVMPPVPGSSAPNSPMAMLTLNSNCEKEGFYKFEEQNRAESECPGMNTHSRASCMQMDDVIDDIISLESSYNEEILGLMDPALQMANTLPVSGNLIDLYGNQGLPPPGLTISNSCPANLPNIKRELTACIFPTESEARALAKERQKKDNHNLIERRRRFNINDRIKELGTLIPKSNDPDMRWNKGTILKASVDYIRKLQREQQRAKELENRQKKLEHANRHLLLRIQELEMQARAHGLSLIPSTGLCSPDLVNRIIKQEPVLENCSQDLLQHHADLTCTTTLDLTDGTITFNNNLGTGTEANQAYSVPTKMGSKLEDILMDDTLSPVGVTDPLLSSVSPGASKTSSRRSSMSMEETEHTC
FBW7 act – activators of human E3 ligase FBW7 | normalized activity (activation), % at 26.1 µM | AlphaScreen FBW7–phospho-cyclin E peptide binding, activator screen | Q969H0 | 0.13% of 650,000 active; in the data active means normalized activity above about 1.9%;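 further: purified mutant Fbw7 with reduced substrate affinity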
GPR151 activ – human GPR151 activation. Q8TDV0. PathHunter beta-arrestin GPR151 cells, luminescence. activation, % at 11.2 µM. 1% of 650,000 active; in the data active means activation above about 4.9%;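 further: 0% = median of compound wells and 100% = cells with positive control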
Target sequence (Q8TDV0 whole entry, looked up): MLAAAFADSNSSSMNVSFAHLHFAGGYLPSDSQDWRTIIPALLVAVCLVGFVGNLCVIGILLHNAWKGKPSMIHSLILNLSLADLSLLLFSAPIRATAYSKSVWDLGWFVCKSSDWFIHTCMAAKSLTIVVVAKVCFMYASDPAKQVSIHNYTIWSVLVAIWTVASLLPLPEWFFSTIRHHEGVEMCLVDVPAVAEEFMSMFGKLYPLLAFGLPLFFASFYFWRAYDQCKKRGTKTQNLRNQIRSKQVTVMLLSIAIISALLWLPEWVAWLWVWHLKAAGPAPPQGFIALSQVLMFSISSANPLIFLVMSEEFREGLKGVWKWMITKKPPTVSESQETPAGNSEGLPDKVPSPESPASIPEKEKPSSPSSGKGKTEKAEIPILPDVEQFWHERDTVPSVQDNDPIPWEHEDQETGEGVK
TEAD-YAP inh – TEAD-YAP interaction inhibition; HEK-TIYL cells, TEAD-Gal4/YAP UAS-luciferase luminescence; 1.4% of 640,000 active; inhibition, % at 9.12 µM; in the data active means inhibition above about 32%;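 further: 0% = median of test compound wells and 100% = reference inhibitor wells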
Numbers without * were called inactive.

SMILES | MITF primary | FBW7 act | GPR151 activ | TEAD-YAP inh
CC(C)Oc1ccc(C(=O)N(Cc2ccc(N(C)C)cc2)C2CCS(=O)(=O)C2)cc1 (centres undefined) | -5.3 | -0.1 | -0.1 | -4.1
COc1cc2c(cc1OC)CN(Cc1ccc(C)o1)CC2 | 30.5 | -0.2 | 0.3 | -6.4
CCNC(=O)C1Cc2ccccc2N1S(=O)(=O)c1ccc(CC)s1 (centres undefined) | -3.1 | 0.0 | 0.0 | -2.9
CCOc1cc(S(=O)(=O)n2cnc(C)c2)ccc1Cl | 2.1 | 0.0 | -0.2 | 0.0
O=C(CCS(=O)(=O)Cc1ccccc1Cl)NCCc1ccccc1 | 7.3 | -0.1 | -0.5 | 5.0
COc1ccc(-n2nc(C(=O)NCCCN3CCN(c4cccc(Cl)c4)CC3)c3ccccc3c2=O)cc1Cl | 3.0 | -0.1 | -0.7 | 2.8
Cc1ccc(C(C)C)cc1OCC(=O)N/N=C\c1cc([N+](=O)[O-])ccc1O | -7.6 | -0.4 | -0.6 | 2.2
O=C(Nc1ccccc1C(=O)Nc1ccc(Cl)cc1)c1ccccc1F | -5.0 | 0.0 | 2.1 | -15.9
O=C1c2ccc([N+](=O)[O-])cc2S(=O)N1c1ccc(Br)cc1 (centres undefined) | 7.2 | 0.0 | -2.7 | -56.2
Cc1cc(C)nc(N2CCC(C(=O)NNC(=O)Cc3ccccc3)CC2)n1 | 3.9 | 0.0 | 0.7 | 14.0
Brc1cccc(CSc2nc3ccccc3[nH]2)c1 | -2.6 | -0.2 | 2.1 | -40.1
Cc1c(C(=O)Nc2cnc3ccccc3c2)sc2ncn(Cc3ccccc3F)c(=O)c12 | -3.3 | -0.1 | -0.3 | -49.4
CCN(CC)C(=S)SCc1nnc(-c2ccccc2)o1 | 15.6 | 0.1 | 4.0 | -22.1
CCOc1ccc(C2C(C(=O)OC)=C(C)NC(C)=C2C(=O)OC)cc1 | 6.9 | 0.2 | -0.1 | -3.8
Cc1cc(C)c(OCC(O)CNC2CCCC2)c(C)c1 (centres undefined) | -10.8 | 0.1 | 1.8 | 13.1
O=C(CN(CCc1ccccc1)S(=O)(=O)c1ccc(Cl)cc1)NCc1ccncc1 | 6.8 | -0.1 | 1.7 | 8.7
C=CCn1c(SCC(=O)Nc2ccc(C(C)=O)cc2)nnc1-c1ccc(OC)cc1 | -8.1 | 0.1 | 1.4 | 2.3
O=[N+]([O-])c1cc([N+](=O)[O-])c2cccnc2c1SCCO | 13.7 | -1.1 | -0.7 | 1.9
C=C1C(C(=O)Nc2ccc3c(c2)OCCO3)C1C(=O)Nc1ccc2c(c1)OCCO2 (centres undefined) | -7.5 | -0.1 | -0.1 | 5.3
COC(=O)C1=C(C)NC2=C(C(=O)CC(c3ccc(OC)c(OC)c3)C2)C1c1ccc(SC)cc1 (centres undefined) | 13.2 | 0.5 | -0.1 | 6.7
Cc1ccccc1-c1ocnc1C(=O)N1CCN(C(=O)c2ccco2)CC1 | -83.8 | 0.0 | -0.4 | -9.2
CCc1cccc2c1N=C/C2=C\c1sc(=S)n(CC(=O)O)c1O | -1.2 | -0.1 | 1.4 | 3.6
COc1ccccc1NC(=O)CSc1nc2ccccc2n1S(=O)(=O)c1ccc(NC(C)=O)c(Cl)c1 | -8.8 | 0.2 | 0.6 | -4.2
COC(=O)C1=C(C)N(CCc2ccc(OC)cc2)C(=O)/C1=C\c1ccc(N(C)C)cc1 | 2.2 | 0.1 | -0.7 | -2.1
CC(C)CN(C)c1nc(N)c(C(=O)N=C(N)N)nc1Cl | 12.7 | -0.1 | 1.6 | -2.0
C=CCN(c1ccccc1)S(=O)(=O)c1ccc(F)c(C(=O)NCCC2=CCCCC2)c1 | -0.8 | 0.1 | 0.1 | 23.5
O=C(Cc1ccccc1)Nc1cc(Cl)c(O)c(Cl)c1 | 5.5 | 0.0 | -10.5 | 4.7
CC1CCCC(NS(=O)(=O)c2ccc(F)c(C(=O)Nc3cccc(Cl)c3Cl)c2)C1C (centres undefined) | 6.8 | 0.1 | -0.5 | 5.1
COc1cc(C(=O)Nc2ccc(C(C)=O)cc2)cc(Cl)c1OC | 7.2 | 0.4 | -0.2 | 1.2
O=C(NCc1ccco1)Nc1ccc(F)cc1F | 17.1 | 0.1 | -0.1 | -10.9
Cn1nc(C(=O)Nc2ccccc2C(N)=O)c2c1-c1ccccc1OC2 | 12.4 | 0.0 | -1.7 | -19.4
O=C(Nc1ccnn1C1CCN(C/C=C/c2ccccc2)CC1)C1CCCC1 | 5.2 | -0.1 | 1.1 | -1.6
Cc1ccccc1CN1C(=O)CSc2ccc(C(=O)NCc3ccccn3)cc21 | 27.6 | -0.5 | 1.7 | 11.9
COP(=O)(OC)c1nc(-c2cccc3ccccc23)oc1N1CCOCC1 | -7.7 | 0.3 | 1.7 | -0.9
O=C(NNC(=S)NC(=O)c1ccc(Br)cc1)c1ccc([N+](=O)[O-])cc1 | 7.2 | 0.7 | -1.5 | 8.6
COc1cccc(NC(=O)Cc2c(C(=O)O)[nH]c3ccc(Cl)cc23)c1 | 20.4 | -0.1 | 0.4 | 8.8
O=C(c1ccc(F)cc1)N1CCN(Cc2cccnc2)CC1 | 71.9* | 0.1 | -0.9 | 0.9
CC1CCN(CCCn2c(SCC(=O)c3ccccc3)nc3ccccc3c2=O)CC1 | -2.2 | -0.5 | 0.7 | -13.2
CCc1ccc(-n2cnc3cc(C(=O)NCc4cccnc4)ccc32)cc1 | 21.1 | 0.1 | -0.6 | -13.1
CCCOC(=O)COc1ccc2c(CCC)cc(=O)oc2c1 | -6.2 | 0.2 | -1.3 | 9.0
CC1CCN(C(=O)C2CCN(Cc3ccc(F)cc3)CC2)CC1 | 23.5 | 0.5 | -0.3 | 11.2
CC(NC(=O)CC1CCCCC1)c1ccccc1 (centres undefined) | -2.8 | 0.5 | 0.0 | 2.8
O=C(CC(C(=O)O)C1CCCO1)Nc1ccc(Cl)cc1Cl (centres undefined) | -4.5 | -0.1 | 0.0 | -5.5
C[C@@H]1OC(O[C@H]2[C@H](O)[C@@H](O)[C@H](OC[C@H]3O[C@@H](OC(=O)[C@]45CCC(C)(C)CC4C4=CCC6[C@@]7(C)CC[C@H](OC8OC[C@H](O)[C@H](O)[C@H]8OC8O[C@@H](C)[C@H](O)[C@@H](O)[C@H]8O)[C@@](C)(CO)C7CC[C@@]6(C)[C@]4(C)CC5)[C@H](O)[C@@H](O)[C@@H]3O)O[C@@H]2CO)[C@H](O)[C@H](O)[C@H]1O (some centres undefined) | -7.0 | 0.0 | 2.9 | 1.9
CC(C)c1ccc(N2C(=O)C3C4C=CC(C4)C3C2=O)cc1 (centres undefined) | 19.4 | 0.0 | 0.0 | -4.3
CN1C(=O)c2cccc3c(S(=O)(=O)ON4C(=O)c5ccccc5C4=O)ccc1c23 | 8.6 | 0.0 | 0.7 | 4.2
O=C1OC(C23CC4CC(CC(C4)C2)C3)=N/C1=C\c1cc2c(cc1[N+](=O)[O-])OCO2 | -1.7 | 0.2 | 1.7 | -4.6
CC(C)(C)NC(=O)c1ccc(NC(=O)COc2ccc3ccccc3c2)cc1 | -1.3 | 0.0 | -0.4 | 6.6
CCCCOc1ccc(NC(=O)CSc2nc3ccc(NC(=O)c4ccccc4Br)cc3s2)cc1 | -0.5 | -0.1 | 0.2 | -12.1
Cc1ccc(N(CC(=O)N2CCN(C(c3ccccc3)c3ccccc3)CC2)S(=O)(=O)c2ccccc2)cc1C | 17.4 | 0.5 | -1.8 | -16.4
COc1cccc(C2C(C(=O)Nc3cccnc3)=C(C)Nc3nc(CCCO)nn32)c1 (centres undefined) | -1.9 | -0.1 | 0.8 | 2.8
CCCCOC(=O)c1ccc(NC(=O)Nc2ccc(OC)c(OC)c2)cc1 | -8.0 | 0.0 | -0.5 | -6.3
CCOc1cc(/C=C2\C(=O)NC(=O)N(c3cc(C)ccc3C)C2=O)ccc1O | -8.8 | -0.7 | 8.9* | 18.2
N#Cc1cccc(NC(=O)CSc2nnc(Cc3ccccc3)o2)c1 | -7.0 | -0.1 | 0.6 | 15.5
COc1ccc2nc(N3CCC(N4CCC(C(O)c5ccccc5)CC4)CC3)nc(C)c2c1 (centres undefined) | 2.4 | 0.3 | -1.2 | -5.8
Cn1c(SCC(=O)N(c2ccccc2)c2ccccc2)nnc1C1CC1 | -2.3 | 0.1 | -0.3 | 7.0
CC(=O)Nc1ccc(NC(=O)c2ccc(-c3ccc(C(=O)NC4CC4)cc3)s2)cc1 | 10.6 | 0.3 | -1.5 | -10.1
CCn1cc(CN2CCN(C3CCCC3)C(CCO)C2)c(C)n1 (centres undefined) | 8.4 | 0.3 | -0.8 | -6.8
c1ccc(C2OCc3nonc3CO2)cc1 | 0.3 | 0.0 | -0.4 | -2.8
COC(=O)c1ccc(CN2CCN(c3ccccc3)CC2)o1 | 8.6 | 0.0 | -0.8 | 4.0

Single records, from the list above. Screens in order: MITF primary | FBW7 act | GPR151 activ | TEAD-YAP inh
Results for COC(=O)c1ccc(CN2CCN(c3ccccc3)CC2)o1 → 8.6 | 0.0 | -0.8 | 4.0
Results for CCCCOc1ccc(NC(=O)CSc2nc3ccc(NC(=O)c4ccccc4Br)cc3s2)cc1 → -0.5 | -0.1 | 0.2 | -12.1
Results for CCCCOC(=O)c1ccc(NC(=O)Nc2ccc(OC)c(OC)c2)cc1 → -8.0 | 0.0 | -0.5 | -6.3
Results for Cc1ccc(N(CC(=O)N2CCN(C(c3ccccc3)c3ccccc3)CC2)S(=O)(=O)c2ccccc2)cc1C → 17.4 | 0.5 | -1.8 | -16.4

(listing goes on)
SMILES | MITF primary | FBW7 act | GPR151 activ | TEAD-YAP inh
O=C(Nn1cnc2ccccc2c1=O)c1c(F)cccc1F | -0.8 | 0.0 | 0.4 | 3.4
Cc1nc(N2CCCC2)c2c3c(sc2n1)CCCC3 | -4.8 | 0.1 | 0.1 | -8.5
Cc1cc(C(=O)NCCc2ccccc2)ccc1[N+](=O)[O-] | 8.9 | 0.1 | 0.0 | -44.6
Cc1cccc(C)c1NC(=O)CC1CSc2nccc(=O)n21 (centres undefined) | -3.7 | -0.2 | 0.6 | -9.4
O=C(O)c1cc(NCc2ccc(Cl)cc2)ccc1N1CCOCC1 | -1.1 | 0.1 | -0.5 | 4.3
CCc1ccccc1NC(=O)CCC(=O)OCC(=O)c1ccc(C)cc1 | 11.1 | 0.2 | -2.2 | 1.0
CCc1ccccc1NC(=O)c1c(NC(=O)C(C)(C)C)sc2c1CCCC2 | -6.3 | 0.0 | 0.3 | 2.5
CCOc1ccc(C(C)NC(=O)Nc2ccc(OC)cc2OC)cc1 (centres undefined) | 14.0 | 0.5 | -1.9 | 10.1
Cc1cc(C)cc(NC(=O)c2cc3nc(-c4ccc(Cl)cc4)cc(C(F)(F)F)n3n2)c1 | -2.0 | -0.1 | -1.1 | 2.3
Cc1cc(C)n(CC(O)COc2ccc3c(c2)CCC3)n1 (centres undefined) | -1.2 | 0.1 | 0.8 | -6.8
N#CCSc1nc2cc(C(=O)N3CCC4(CC3)OCCO4)ccc2c(=O)n1Cc1ccc2c(c1)OCO2 | 32.8 | 0.7 | -1.5 | 13.9
COc1cc2c(=O)nc3n(c2cc1OC)C(c1ccccc1)N=C(N)N3 (centres undefined) | 2.3 | -0.1 | 0.5 | 1.2
O=C1NC(=Nc2ccccc2)S/C1=C\c1ccc(F)cc1 | -3.6 | 0.0 | -0.6 | -7.7
COc1ccc(CCNC(=O)c2csc3c2CCCC3)cc1 | 4.0 | 1.0 | 0.3 | -12.9
Cc1cc(C2C(C#N)=C(N)N(c3ccccc3Cl)C3=C2C(=O)CC(C)(C)C3)c(C)s1 (centres undefined) | -6.5 | -0.1 | -1.2 | 5.3
O=C(CCl)NC(=O)NC12CC3CC(CC(C3)C1)C2 | 14.2 | 0.0 | -1.1 | 8.3
CCC1Oc2ccc(C(=O)n3nc(C)cc3C)cc2N(CC(=O)c2ccc(OC)cc2)C1=O (centres undefined) | 16.5 | -0.1 | 0.9 | -8.1
Cc1cccc(C)c1NC(=O)C1c2cccc[n+]2CC(=O)N1C (centres undefined) | -11.7 | -0.1 | 0.0 | -2.3
COc1ccc(OC)c(C(=O)COC(=O)c2cc(F)c(F)cc2Cl)c1 | -10.9 | 0.1 | -0.7 | 0.7
CC(=O)Oc1cc(C(=O)N(C)C2CCS(=O)(=O)C2)cc(OC(C)=O)c1OC(C)=O (centres undefined) | 16.5 | -0.3 | -0.4 | -5.9
N#Cc1cc2cc3c(cc2nc1NCCNC(=O)c1c(F)cccc1F)OCO3 | 1.6 | -0.3 | 0.7 | -2.9
O=C(CCc1nnc(-c2ccc3c(c2)OCO3)o1)N1CCC(C2CCCCC2)C1 (centres undefined) | -15.5 | -0.1 | -0.5 | -67.9
COc1cccc(N2C(=O)CN(Cc3cccc(OCCO)c3)CC2C)c1 (centres undefined) | 11.1 | 0.1 | 0.5 | 4.7
CCCCCCNC(=O)c1ccc(N2CC3CC(C2)c2cccc(=O)n2C3)c(NS(=O)(=O)c2ccc(Cl)cc2)c1 (centres undefined) | 6.2 | -0.6 | 0.3 | -5.7
COCCCn1c(NC(=O)Nc2cccc(OC)c2)c2ccccc2nc1=O | 11.5 | 0.1 | -1.0 | -5.3

3 of these compounds in a different format.
SMILES: O=C1NC(=Nc2ccccc2)S/C1=C\c1ccc(F)cc1
  MITF primary = -3.6
  FBW7 act = 0.0
  GPR151 activ = -0.6
  TEAD-YAP inh = -7.7

SMILES: O=C(Nc1ccccc1C(=O)Nc1ccc(Cl)cc1)c1ccccc1F
  MITF primary = -5.0
  FBW7 act = 0.0
  GPR151 activ = 2.1
  TEAD-YAP inh = -15.9

SMILES: N#Cc1cc2cc3c(cc2nc1NCCNC(=O)c1c(F)cccc1F)OCO3
  MITF primary = 1.6
  FBW7 act = -0.3
  GPR151 activ = 0.7
  TEAD-YAP inh = -2.9

Rows were taken by chance (roughly 3.5% active in at least one column).
